HT1080 IDH1KD tx = qHTS for induction of synthetic lethality in tumor cells producing 2HG: qHTS for the HT-1080-IDH1KD cell line. HT-1080 IDH1 knockdown viability, ATP luminescence, 48 h. Potency, µM (titrated, usually from 46.1 µM), without a hit: at the top dose activity, negative = toxicity, most hits filed as cytotoxic. hit rate 2% among 360,000;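 note: potency is the fitted concentration of half-maximal effect; 0% = DMSO wells and -100% = cell-free medium wells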
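Knockdown cells (IDH1KD HT-1080) received compounds 2 h after plating at 750 cells/well and were kept 48 h at 37 °C in 5% FBS RPMI. A CellTiter-Glo luminescence read gave % activity for curve fitting.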
WRN inhibitor = qHTS for Inhibitors of WRN Helicase; Bifunctional 3'-5' exonuclease/ATP-dependent helicase WRN (Homo sapiens), Q14191; WRN helicase unwinding, fluorescent forked duplex, kinetic; Potency, µM (doses to about 114 µM), for inactives: at the highest dose activity change, negative = inhibition, actives largely listed as inhibitors; hit rate 0.46% among 360,000; note: potency is the fitted concentration of half-maximal effect; % is set by controls: 0 for no effect and ±100 for the full control effect; nearly all actives have a fitted effect of over 55% in size
Target sequence (Q14191 whole entry, looked up): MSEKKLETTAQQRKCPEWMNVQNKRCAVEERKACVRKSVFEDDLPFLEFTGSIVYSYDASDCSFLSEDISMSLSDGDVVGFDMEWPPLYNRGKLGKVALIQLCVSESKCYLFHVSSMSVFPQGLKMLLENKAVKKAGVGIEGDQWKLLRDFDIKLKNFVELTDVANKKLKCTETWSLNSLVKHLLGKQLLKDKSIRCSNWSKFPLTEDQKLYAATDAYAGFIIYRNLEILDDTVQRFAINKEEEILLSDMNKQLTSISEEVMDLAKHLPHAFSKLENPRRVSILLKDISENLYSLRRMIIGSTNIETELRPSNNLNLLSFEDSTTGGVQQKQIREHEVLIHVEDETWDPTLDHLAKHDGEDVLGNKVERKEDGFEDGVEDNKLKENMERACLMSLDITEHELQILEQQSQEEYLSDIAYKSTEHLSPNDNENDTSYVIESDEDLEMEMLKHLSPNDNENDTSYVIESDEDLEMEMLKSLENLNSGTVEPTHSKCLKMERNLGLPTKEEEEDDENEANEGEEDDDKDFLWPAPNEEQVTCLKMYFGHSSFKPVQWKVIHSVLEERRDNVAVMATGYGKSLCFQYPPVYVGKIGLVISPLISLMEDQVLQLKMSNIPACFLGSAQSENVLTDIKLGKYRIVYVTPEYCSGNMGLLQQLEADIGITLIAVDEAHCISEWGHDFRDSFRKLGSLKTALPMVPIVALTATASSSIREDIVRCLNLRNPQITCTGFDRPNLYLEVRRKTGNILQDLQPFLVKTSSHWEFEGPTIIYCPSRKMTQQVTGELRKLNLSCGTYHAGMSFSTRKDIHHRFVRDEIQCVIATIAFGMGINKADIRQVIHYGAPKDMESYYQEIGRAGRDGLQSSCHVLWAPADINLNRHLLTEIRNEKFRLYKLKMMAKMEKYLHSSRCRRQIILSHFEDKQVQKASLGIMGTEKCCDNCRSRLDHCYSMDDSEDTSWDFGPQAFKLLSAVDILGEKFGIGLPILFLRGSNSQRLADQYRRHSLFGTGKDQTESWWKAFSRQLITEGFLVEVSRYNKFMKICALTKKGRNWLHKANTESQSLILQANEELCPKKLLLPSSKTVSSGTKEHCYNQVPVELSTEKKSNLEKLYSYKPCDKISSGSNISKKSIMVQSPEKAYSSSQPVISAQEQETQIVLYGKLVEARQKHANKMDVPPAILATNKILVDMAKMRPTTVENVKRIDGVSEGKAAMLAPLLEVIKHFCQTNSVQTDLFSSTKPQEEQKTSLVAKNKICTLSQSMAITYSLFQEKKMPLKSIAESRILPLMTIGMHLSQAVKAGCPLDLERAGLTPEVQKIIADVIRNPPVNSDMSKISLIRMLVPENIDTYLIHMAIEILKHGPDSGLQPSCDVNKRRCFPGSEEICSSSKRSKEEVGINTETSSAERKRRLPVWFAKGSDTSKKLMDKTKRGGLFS
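Primary qHTS, 1536-well format. 20 nM WRN + compound, 15 min RT; start with 100 nM forked fluorophore/quencher duplex, 2 mM ATP (final); kinetic read ex 525/em 598 nm.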
HT1080NT lethal = qHTS for induction of synthetic lethality in tumor cells producing 2HG: qHTS for the HT-1080-NT fibrosarcoma cell line; AID 686970, 2013; hit rate 1.6% among 360,000; HT-1080-NT fibrosarcoma viability, CellTiter-Glo ATP luminescence, 48 h; Potency, µM (series often up to 46.1 µM), without a hit: top-dose activity, negative = less viability, most hits filed as cytotoxic;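 note: NT is the 2HG producing partner of a matched IDH1 knockdown line; potency is the fitted concentration of half-maximal effect; 0% = DMSO-treated cells and -100% = media-only wells without cells; nearly all actives have a fitted effect of over 55% in size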
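A 48-hour cytotoxicity screen used HT-1080-NT cells plated 2 hours before compound delivery. ATP-based CellTiter-Glo luminescence measured viability, normalized to DMSO and no-cell controls.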
IL1B secr inh = qHTS for Inhibitors of Inflammasome Signaling: IL-1-beta AlphaLISA Primary Screen; THP-1 LPS/ATP IL-1B secretion, AlphaLISA, 16 h; stronger effect = lower value; activity change, % at 57.5 µM; hit rate 4.7% among 360,000; AID 743279, 2014; in the data active = activity change below about -50%; inconclusive = mostly about -30% to -49%; note: % is set by controls: 0 for no effect and ±100 for the full control effect
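Secreted IL-1B measured by AlphaLISA bead assay after 16 h compound exposure of THP-1 cells; compounds (final up to 57.5 uM) added 1 h before LPS (250 ng/mL) and ATP (1.25 mM) stimulation; lower signal means less secretion.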
MCF10A rerep = A quantitative high throughput screen for small molecules that induce DNA re-replication in MCF 10a normal breast cells. MCF 10A DNA re-replication, Hoechst nuclear intensity, 48 h. Potency, µM (top dose mostly 46.1 µM), for inactives: at the highest dose activity, positive = re-replication, usual class: activators. hit rate 2.9% among 350,000. AID 624296, 2012; note: potency is the fitted concentration of half-maximal effect; % of control where 0% means no effect; nearly all actives have a fitted effect of over 50% in size
KB-V1 cytotox = qHTS assay for MDR1-selective chemotherapeutics: Primary screen using the drug-selected MDR subline cells KB-V1; hit rate 3.4% among 400,000; AID 1347076, 2019; KB-V1 MDR cells viability, CellTiter-Glo, 72 h; Potency, µM (top dose mostly 46.1 µM), for inactives: top-dose activity change, negative = cytotoxicity, usual class: cytotoxic; note: potency is the fitted concentration of half-maximal effect; % is set by controls: 0 for no effect and ±100 for the full control effect; nearly all actives have a fitted effect of over 60% in size
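Drug-selected KB-V1 cells, grown in DMEM lacking phenol red with 10% FBS, receive compound titrations; after three days at 37 degrees C, surviving cell ATP is quantified by CellTiter-Glo luminescence and responses normalized and curve-fitted.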
KB-3-1 tox = qHTS assay for MDR1-selective chemotherapeutics: Primary screen using the parental adenocarcinoma cell KB-3-1; KB-3-1 viability, CellTiter-Glo ATP luminescence, 72 h; Potency, µM (titrated, usually from 46.1 µM), for inactives: at the highest dose activity change, negative = cytotoxic, usual class: cytotoxic; AID 1347075, 2019; hit rate 1.4% among 400,000; note: potency is the fitted concentration of half-maximal effect; % is set by controls: 0 for no effect and ±100 for the full control effect; nearly all actives have a fitted effect of over 60% in size
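72 h, 37 °C compound treatment of KB-3-1 parental cells; CellTiter-Glo added, 10 min, luminescence read. Data corrected against DMSO-only plates and normalized before curve fitting.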
SW480 rerep = A quantitative high throughput screen for small molecules that induce DNA re-replication in SW480 colon adenocarcinoma cells; SW480 DNA re-replication, Hoechst DNA content imaging, 48 h; Potency, µM (top dose mostly 46.1 µM), for inactives: at the top dose re-replication activation, usual class: activators; hit rate 1.8% among 340,000; AID 624297, 2012; note: potency is the fitted concentration of half-maximal effect; % of control where 0% means no effect; nearly all actives have a fitted effect of over 55% in size
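Image-based read-out: total Hoechst fluorescence of nuclei (405 nm excitation, 500-530 nm emission), with hits raising the fraction of high-intensity nuclei. SW480 colon cells incubated 48 hr with compounds at 37 C.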
ATXN2 expr inh = Primary qHTS for Inhibitors of ATXN expression; Potency, µM (top dose mostly 57 µM), for the others: top-dose activity change, negative = inhibition, most hits filed as inhibitors; HEK-293 ATXN2-luciferase reporter, luminescence, 24 h; hit rate 0.72% among 360,000; AID 1745845, 2022; note: potency is the fitted concentration of half-maximal effect; % is set by controls: 0 for no effect and ±100 for the full control effect; nearly all actives have a fitted effect of over 55% in size
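ATXN2-luciferase reporter cells (luciferase flanked by upstream and downstream ATXN2 gene portions) were treated 24 h at 37 °C with compounds at up to 57 uM. SteadyGlo luminescence gave expression; GF-AFC fluorescence gave viability.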
* hit, by the source's call; ? = inconclusive; · = no result given; [ ] = another dose, or the depositor's remark. Unless noted, calls come from the whole dose curve; as a rule, active = well fitted curve in the direction sought with a large enough effect; inconclusive = small, poorly fitted or top-dose-only effect, or another doubt; inactive = no such curve, though single readings can be large; an effect the other way counts as inactive or inconclusive.

entry	Structure	HT1080 IDH1KD tx	WRN inhibitor	HT1080NT lethal	IL1B secr inh	MCF10A rerep
1	COCn1c(-c2cccc(Br)c2)nc2ccccc21	?	-10%	?	33	16%
2	CCOc1ccccc1C(=O)N(Cc1cccs1)C1CCS(=O)(=O)C1 (stereo not given)	15%	-22%[57.1 µM]	10%	0	-9%
3	Cc1cc(Br)ccc1NC(=O)CN(C)C(=O)CSC(=S)N1CCCC1	-1%	3%	-2%	20	-2%
4	Cc1ccc(C)c(CC(=O)N2CCCC(c3cc(C(=O)NCc4cccnc4)no3)C2)c1 (stereo not given)	3%	0%	?	3	·
5	Cc1ccc2nc(C3CCCN(C(=O)NCc4ccccc4)C3)[nH]c2c1 (stereo not given)	5%	-2%	9%	8	5%
6	COc1ccc(CCNC2=CC(=O)CCC2)cc1OC	10%	-13%	24%	99	·
7	CC(=O)Oc1ccc(N2C(=O)c3cccc4c([N+](=O)[O-])ccc(c34)C2=O)cc1	-11%	-5%	-4%	?	?
8	CC(=O)N1CCN(C(=O)c2cc(=O)c3ccccc3o2)CC1	18%	-5%	12%	-9	-3%
9	O=C(Cc1cccs1)NCc1ccccc1	0%	-3%	5%	12	2%
10	Cc1ccc2nsnc2c1S(=O)(=O)N(Cc1ccco1)Cc1cc2cccc(C)c2[nH]c1=O	3%	0%	8%[9.24 µM]	0	?

entry	KB-V1 cytotox	KB-3-1 tox	SW480 rerep	ATXN2 expr inh
1	18µM*	-9%	27%	8%
2	-23%	9%	-1%	-8%
3	13µM*	-8%	-5%	18%
4	-2%	0%	·	-3%
5	0%	-5%	3%	26%
6	-6%	0%	·	8%
7	-23%	-28%	?	-31%
8	5%	-2%	-9%	9%
9	12%	0%	-14%	33%[activator]
10	-30%	-4%	?	1%

Record cards (already shown). Screens in order: HT1080 IDH1KD tx | WRN inhibitor | HT1080NT lethal | IL1B secr inh | MCF10A rerep | KB-V1 cytotox | KB-3-1 tox | SW480 rerep | ATXN2 expr inh
CC(=O)N1CCN(C(=O)c2cc(=O)c3ccccc3o2)CC1 is entered as 18% | -5% | 12% | -9 | -3% | 5% | -2% | -9% | 9%
COCn1c(-c2cccc(Br)c2)nc2ccccc21 is entered as ? | -10% | ? | 33 | 16% | 18µM* | -9% | 27% | 8%
CCOc1ccccc1C(=O)N(Cc1cccs1)C1CCS(=O)(=O)C1 (stereo not given) is entered as 15% | -22%[57.1 µM] | 10% | 0 | -9% | -23% | 9% | -1% | -8%
O=C(Cc1cccs1)NCc1ccccc1 is entered as 0% | -3% | 5% | 12 | 2% | 12% | 0% | -14% | 33%[activator]

Going on with the list:
entry	Structure	HT1080 IDH1KD tx	WRN inhibitor	HT1080NT lethal	IL1B secr inh	MCF10A rerep
11	CCC(=O)c1ccc(OCC(O)CN2CCN(S(=O)(=O)N3CCCCC3)CC2)cc1 (stereo not given)	5%	-24%[57.1 µM]	3%	-11	-2%
12	O=C(CN1CCCCCC1)Nc1cccc([N+](=O)[O-])c1	-5%	0%	-9%	-7	3%
13	Cc1ccc(C(=O)N/C(=C/c2cccs2)C(=O)NCC2CCCO2)cc1 (stereo not given)	14%	2%	1%	11	-9%
14	CCC(NC(=O)Cc1c(C)c2ccc(OC)c(C)c2oc1=O)C(=O)NC(Cc1ccc(Cl)cc1)C(=O)O (stereo not given)	4%	1%	0%	0	?
15	c1ccc2c(N3CCOCC3)nc(-c3ccncc3)nc2c1	-7%[9.24 µM]	4%	-28%	?	22%
16	Cc1ccc(OCC(=O)O/N=C(\N)c2ccccn2)cc1C	6%	7%	3%	·	10%
17	CC1C2CC(C(CN(C)C)/C2=N/O)C1(C)C (stereo not given)	-1%	-12%	12%	-2	0%
18	COc1cc(-c2nnc(-c3ccc(S(=O)(=O)c4ccccc4)cc3)o2)cc(OC)c1OC	-2%	-16%	-1%	16	5%
19	Cn1c(Cc2cccs2)nnc1SCC(=O)N1CCCc2ccccc21	7%	7%	13%	-5	-7%
20	CCCCc1n(CC(=O)c2ccc(Cl)cc2)c2ccccc2[n+]1C	?	-8%	-23%	-68*	-8%

entry	KB-V1 cytotox	KB-3-1 tox	SW480 rerep	ATXN2 expr inh
11	?	-17%	12%	0%
12	-2%	0%	-3%	·
13	-1%	26%	-3%	-7%
14	-4%	0%	-132%	0%
15	13µM*	?	7%	-7%
16	-19%	-6%	-44%[inhibitor]	68%[activator]
17	26%	0%	-15%	-3%
18	-26%	-10%	?	-4%
19	-1%	4%	1%	2%
20	-2%	?	-8%	-19%

entry	Structure	HT1080 IDH1KD tx	WRN inhibitor	HT1080NT lethal	IL1B secr inh	MCF10A rerep
21	CNC(=O)/C(C#N)=C/c1cccc(Oc2ccccc2)c1	?	-14%	-18%	-102*	?
22	CSc1ccccc1OCc1cc(C(=O)N(C)CCc2c(C)n[nH]c2C)no1	1%	-10%	1%	3	7%
23	Cc1cnc(C)c(Nc2nc(C(N)Cc3ccc(Cl)cc3)cs2)n1 (stereo not given)	23µM*	-1%[57.1 µM]	18µM*	-16	·
24	COc1ccccc1NC(=O)c1cc([N+](=O)[O-])ccc1N1CCOCC1	-1%	3%	-6%	27	13%
25	CC(C)C[C@@H](COCc1ccc(F)cc1)N1CCN(C(=O)c2cccc(C(F)(F)F)c2)CCC1=O	-13%	-1%	-25%	-13	·
26	COc1cccc(CN2CCN(Cc3nc(C(C)C)cs3)CC2CCO)c1 (stereo not given)	-11%	8%	-11%	0	11%
27	CN=C(NC(=O)Nc1c(C)cccc1C)NC(=O)Nc1c(C)cccc1C	4%	-2%	-1%	-5	-3%
28	CCOC(=O)c1sc(=S)n(CC)c1NC(=O)C1CC1	-1%	-28%	0%	2	23%
29	O=C(CSc1nc2ccccc2s1)NCC1CCCO1 (stereo not given)	-15%	8%	-4%	0	-15%
30	COc1ccc(OCC(=O)Nc2cccc(OC)c2)cc1	-25%	5%	-2%	4	0%

entry	KB-V1 cytotox	KB-3-1 tox	SW480 rerep	ATXN2 expr inh
21	0%	-4%	-1%	-7%
22	-7%	9%	-10%	0%
23	21µM*	?	·	?
24	-4%	2%	-3%	4%
25	?	5%	·	-9%
26	?	-1%	22%	·
27	-3%	16%	-7%	0%
28	-3%	0%	-2%	-15%
29	-4%	-19%	-17%	36%[activator]
30	-7%	5%	-2%	18%

entry	Structure	HT1080 IDH1KD tx	WRN inhibitor	HT1080NT lethal	IL1B secr inh	MCF10A rerep
31	Cc1nn(-c2ccccc2)c2c1C(c1cccc([N+](=O)[O-])c1)N(c1ccccc1)C(=O)N2 (stereo not given)	9%	-1%	2%	7	4%
32	Cc1ccc(N(CC(=O)NCc2ccc(F)cc2)C(=O)c2snc(C(N)=O)c2N)cc1C	-9%	-1%	-1%	13	?
33	CC1CCCC(NC(=O)C2c3ccccc3C(=O)N2Cc2cccs2)C1C (stereo not given)	2%	0%	5%	-24	4%
34	O=C(O)c1ccccc1/C=N/N1CCN(C2c3ccccc3-c3ccccc32)CC1	-3%	-9%	-13%	-4	14%
35	COC(=O)CC1=C(C)C(=O)CC2C(C)(C)CCCC12C (stereo not given)	-6%[9.24 µM]	-7%[57.1 µM]	0%	3	1%
36	CCCCC[C@H](C)N1C[C@@H](COCc2ccccc2)Oc2cc(N3CC[C@H](O)C3)ccc2S1(=O)=O	?	-12%	?	-7	·
37	CC1CCCCC1NC(=O)c1ccco1 (stereo not given)	25%	-13%	18%	-4	0%
38	Cc1ccccc1N(CC(=O)Nc1ccc(F)cc1)S(C)(=O)=O	15%	0%	20%	-9	-5%
39	CC(C)CC(=O)Nc1nnc(SCC(=O)Nc2ccc(F)cc2)s1	-22%	0%	-1%	20	1%
40	COc1ccccc1OCCCCn1ncc2ccc(OC)c(OC)c2c1=O	4%	2%	4%	39	-13%
41	O=C1Nc2ccccc2Oc2cc([N+](=O)[O-])ccc21	-24%	-11%[11.6 µM]	?	-16	-22%
42	COc1cc(OC)cc(C(=O)NNC(=O)Cc2cccs2)c1	8%	-1%[11.6 µM]	-2%	-2	6%
43	Cc1cccc(C(=O)NNS(=O)(=O)c2ccccc2)c1O	-4%	2%	-5%	16	?

entry	KB-V1 cytotox	KB-3-1 tox	SW480 rerep	ATXN2 expr inh
31	1%	11%	-2%	2%
32	?	0%	10%	-9%
33	?	?	0%	-6%
34	2%	-11%	-19%	-24%
35	-27%	2%	-5%	-8%
36	?	-4%	·	0%
37	0%	0%	-5%	-1%
38	-5%	12%	0%	2%
39	-8%	-17%	-9%	-19%
40	-2%	1%	2%	·
41	0%	0%	1%	5%
42	6%	0%	-3%	·
43	1%	0%	2%	-9%

Source: PubChem
